Screening results (PubChem BioAssay)
LAP4 TOR yeast: modulators of TOR pathway LAP4-GFP in S. cerevisiae; S. cerevisiae LAP4-GFP multiplex, flow cytometry GFP, 3 h; median GFP as percent of DMSO wells; GFP response vs DMSO, % at 10 µM; AID 2023; actives 0.34% (n = 320,000);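 active = GFP response vs DMSO above a set limit, about the screen mean plus 3 SD, cut at about 150% in these data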
CIT2 TOR yeast: alters CIT2-GFP fluorescence in TOR pathway yeast screen. S. cerevisiae CIT2-GFP strain, flow cytometry, 3 h; 100 means same as DMSO wells. GFP response vs DMSO, % at 10 µM. actives 0.065% (n = 320,000). AID 2029;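 active = GFP response relative to DMSO above a set limit, near the screen mean plus 3 SD, cut at about 150% in these data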;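 note: ratio of well median GFP fluorescence to mean of DMSO wells on the plate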
GRK2 inh: human GRK2 inhibition via aptamer displacement; bead flow cytometry, FAM-aptamer displacement from GRK2; inhibition of aptamer binding, % at 10 µM; actives 0.59% (n = 330,000);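 active = inhibition of aptamer binding above 40%, roughly 3 SD of noise, on plates passing a quality check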;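 note: median bead fluorescence of bound FAM aptamer so fluorescent compounds give negative values; no value below 0 was filed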
VLA-4 inh: inhibition in a human VLA-4 binding assay; P13612; VLA-4 expressing cells, ligand binding flow cytometry; inhibition, % (about 7 µM as worked out from the volumes in the protocol); actives 0.2% (n = 330,000); in the data active = inhibition above about 50%
Target sequence (P13612 whole entry, looked up): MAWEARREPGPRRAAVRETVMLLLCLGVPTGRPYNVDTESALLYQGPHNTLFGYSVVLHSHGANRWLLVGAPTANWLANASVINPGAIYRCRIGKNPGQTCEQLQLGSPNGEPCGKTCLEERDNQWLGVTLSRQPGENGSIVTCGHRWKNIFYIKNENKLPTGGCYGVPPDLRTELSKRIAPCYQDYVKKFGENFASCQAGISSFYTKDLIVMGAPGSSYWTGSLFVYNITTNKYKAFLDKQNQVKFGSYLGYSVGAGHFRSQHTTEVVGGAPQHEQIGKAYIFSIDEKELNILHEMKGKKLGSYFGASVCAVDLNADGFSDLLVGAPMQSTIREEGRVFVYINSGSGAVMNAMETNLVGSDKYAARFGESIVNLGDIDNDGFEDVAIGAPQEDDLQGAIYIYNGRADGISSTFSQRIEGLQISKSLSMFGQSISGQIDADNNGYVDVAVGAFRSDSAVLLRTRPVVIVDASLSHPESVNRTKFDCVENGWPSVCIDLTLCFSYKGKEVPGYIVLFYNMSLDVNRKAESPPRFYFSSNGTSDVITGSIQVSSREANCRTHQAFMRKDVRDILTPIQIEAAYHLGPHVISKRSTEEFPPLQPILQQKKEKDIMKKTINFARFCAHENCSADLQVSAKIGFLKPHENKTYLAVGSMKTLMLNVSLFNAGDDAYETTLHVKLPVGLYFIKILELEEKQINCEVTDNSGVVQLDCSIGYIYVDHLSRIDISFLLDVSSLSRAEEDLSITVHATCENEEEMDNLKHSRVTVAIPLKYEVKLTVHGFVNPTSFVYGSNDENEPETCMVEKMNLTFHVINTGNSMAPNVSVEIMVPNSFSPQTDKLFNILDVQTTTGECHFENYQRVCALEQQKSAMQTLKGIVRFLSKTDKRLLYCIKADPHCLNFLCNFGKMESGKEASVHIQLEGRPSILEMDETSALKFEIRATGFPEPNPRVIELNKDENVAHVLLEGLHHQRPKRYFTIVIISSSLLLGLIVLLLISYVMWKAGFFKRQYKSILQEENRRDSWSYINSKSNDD
RPL19A-GFP yeast: alters RPL19A-GFP fluorescence in TOR pathway yeast screen | percent response vs DMSO, % at 10 µM | actives 0.3% (n = 330,000) | S. cerevisiae RPL19A-GFP strain, flow cytometry, 3 h; active compounds read low;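 active = percent response vs DMSO below 50%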;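 note: median channel GFP fluorescence of the barcoded RPL19A-GFP strain; ratio of sample median GFP to plate DMSO average so 100% = DMSO; lower means less RPL19A-GFP as with rapamycin TOR inhibition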
CR mimetic SO: caloric restriction mimetics inhibiting age-related superoxide in yeast | actives 0.18% (n = 330,000) | S. cerevisiae aged cells, superoxide DHE fluorescence; active compounds read low | superoxide response (% of plate mean), % at 10 µM;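 active = superoxide response under a set limit, about three screen SD below normal, cut at about 65% in these data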;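 note: yeast aged for seven days with compound at 30 °C before DHE staining; 100% = average MFI of all compound-treated wells on the plate with controls excluded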
AGP1 TOR yeast: alters AGP1-GFP fluorescence in TOR pathway yeast screen. actives 0.02% (n = 320,000). GFP response vs DMSO, % at 10 µM. AID 2066. S. cerevisiae AGP1-GFP multiplex flow cytometry, 3 h; GFP as percent of DMSO wells;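 active = GFP response relative to DMSO above a set limit, near screen average plus 3 SD, cut at about 150% in these data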;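 note: median GFP channel fluorescence of the gated AGP1 strain per well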
MEP2-GFP yeast: yeast TOR pathway MEP2-GFP modulation; S. cerevisiae MEP2-GFP strain, flow cytometry GFP, 3 h; 100% = DMSO control level; GFP response vs DMSO, % at 10 µM; actives 0.51% (n = 330,000);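 active = GFP response versus DMSO above a set limit, roughly screen mean plus 3 SD, cut at about 180% in these data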;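 note: median GFP fluorescence of the barcode-gated MEP2-GFP cells per well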
An asterisk follows results filed as active.

How did Cc1ccc(C2=NN(S(C)(=O)=O)C(c3ccc4c(c3)OCO4)C2)cc1 (stereo unspecified) do in these assays?
LAP4 TOR yeast: 105; CIT2 TOR yeast: 128; GRK2 inh: 0; VLA-4 inh: inactive; RPL19A-GFP yeast: 108; CR mimetic SO: 90; AGP1 TOR yeast: 99; MEP2-GFP yeast: 106

How did COc1ccc(F)cc1S(=O)(=O)N1CCN(Cc2ccc3c(c2)OCO3)CC1 do in these assays?
LAP4 TOR yeast: 94; CIT2 TOR yeast: 99; GRK2 inh: 0; VLA-4 inh: 11; RPL19A-GFP yeast: 98; CR mimetic SO: 103; AGP1 TOR yeast: 101; MEP2-GFP yeast: 102

Results for O=C(NCCCCCCNC(=O)OCCO)OCCO ?
LAP4 TOR yeast: 106; CIT2 TOR yeast: 93; GRK2 inh: 2; VLA-4 inh: 2; RPL19A-GFP yeast: 99; CR mimetic SO: 106; AGP1 TOR yeast: 96; MEP2-GFP yeast: 102

How did CN(C)CCCN(C(=O)CCc1ccccc1)c1nc2ccc(F)cc2s1 do in these assays?
LAP4 TOR yeast: 98; CIT2 TOR yeast: 100; GRK2 inh: 0; VLA-4 inh: 24; RPL19A-GFP yeast: 99; CR mimetic SO: 96; AGP1 TOR yeast: 96; MEP2-GFP yeast: 98

Results for O=C(N/N=C/c1ccco1)c1cc(-c2ccccc2)nc2ccccc12 ?
LAP4 TOR yeast: 90; CIT2 TOR yeast: 99; GRK2 inh: 0; VLA-4 inh: 6; RPL19A-GFP yeast: 96; CR mimetic SO: 78; AGP1 TOR yeast: 95; MEP2-GFP yeast: 94

What do the screens show for `CCN1CC(c2ccccc2)C(c2ccc(Cl)cc2)=N1` (stereo unspecified)?
LAP4 TOR yeast: 97; CIT2 TOR yeast: 97; GRK2 inh: 1; VLA-4 inh: -14; RPL19A-GFP yeast: 93; CR mimetic SO: 100; AGP1 TOR yeast: 85; MEP2-GFP yeast: 106

How did CCc1cccc(NC(=O)CSC2=NS(=O)(=O)c3ccccc32)c1 do in these assays?
LAP4 TOR yeast: 124; CIT2 TOR yeast: 74; GRK2 inh: 0; VLA-4 inh: 13; RPL19A-GFP yeast: 73; CR mimetic SO: 68; AGP1 TOR yeast: 83; MEP2-GFP yeast: 82

How did COc1ccc(C)cc1NC(=O)CSc1nc2ccccc2nc1N1CCCC1 do in these assays?
LAP4 TOR yeast: 111; CIT2 TOR yeast: 105; GRK2 inh: 11; VLA-4 inh: 1; RPL19A-GFP yeast: 101; CR mimetic SO: 99; AGP1 TOR yeast: 103; MEP2-GFP yeast: 106

How did COc1ccc(-c2nnc(NC(=O)CSc3ccc(Cl)cc3)s2)cc1OC do in these assays?
LAP4 TOR yeast: 102; CIT2 TOR yeast: 100; GRK2 inh: 0; VLA-4 inh: 9; RPL19A-GFP yeast: 98; CR mimetic SO: 111; AGP1 TOR yeast: 96; MEP2-GFP yeast: 109

How did CC(=O)Nc1ccccc1N(CC(O)Cn1c2ccccc2c2ccccc21)S(=O)(=O)c1ccc(C)cc1 (stereo unspecified) do in these assays?
LAP4 TOR yeast: 87; CIT2 TOR yeast: 96; GRK2 inh: 1; VLA-4 inh: 6; RPL19A-GFP yeast: 96; CR mimetic SO: 122; AGP1 TOR yeast: 94; MEP2-GFP yeast: 101

How did Cc1ccc(S(=O)(=O)N(CCC(=O)O)Cc2ccc(Cl)cc2)cc1 do in these assays?
LAP4 TOR yeast: 101; CIT2 TOR yeast: 99; GRK2 inh: 4; VLA-4 inh: -6; RPL19A-GFP yeast: 93; CR mimetic SO: 107; AGP1 TOR yeast: 93; MEP2-GFP yeast: 104

How did COC(=O)c1ccc(/C=C/C(=O)c2ccc(OC)c(OC)c2)cc1 do in these assays?
LAP4 TOR yeast: 123; CIT2 TOR yeast: 101; GRK2 inh: 0; VLA-4 inh: 1; RPL19A-GFP yeast: 99; CR mimetic SO: 101; AGP1 TOR yeast: 89; MEP2-GFP yeast: 95

Pulled by compound from the entries so far, 2 records:
How did COc1ccc(C)cc1NC(=O)CSc1nc2ccccc2nc1N1CCCC1 do in these assays?
LAP4 TOR yeast: 111; CIT2 TOR yeast: 105; GRK2 inh: 11; VLA-4 inh: 1; RPL19A-GFP yeast: 101; CR mimetic SO: 99; AGP1 TOR yeast: 103; MEP2-GFP yeast: 106

What do the screens show for `CCN1CC(c2ccccc2)C(c2ccc(Cl)cc2)=N1` (stereo unspecified)?
LAP4 TOR yeast: 97; CIT2 TOR yeast: 97; GRK2 inh: 1; VLA-4 inh: -14; RPL19A-GFP yeast: 93; CR mimetic SO: 100; AGP1 TOR yeast: 85; MEP2-GFP yeast: 106

(listing goes on)
How did O=C(Nc1cccc(Cl)c1)Nc1nnc(-c2ccccc2)o1 do in these assays?
LAP4 TOR yeast: 97; CIT2 TOR yeast: 109; GRK2 inh: 0; VLA-4 inh: -11; RPL19A-GFP yeast: 104; CR mimetic SO: 101; MEP2-GFP yeast: 99

How did C=CCOc1cccc(CNCCCN2CCOCC2)c1 do in these assays?
LAP4 TOR yeast: 94; CIT2 TOR yeast: 98; GRK2 inh: 0; VLA-4 inh: -1; RPL19A-GFP yeast: 102; CR mimetic SO: 102; AGP1 TOR yeast: 109; MEP2-GFP yeast: 105

What do the screens show for `CC1(C)CC(=O)C=C(Nc2ccc3c(c2)OCCO3)C1`?
LAP4 TOR yeast: 94; CIT2 TOR yeast: 103; GRK2 inh: 0; VLA-4 inh: 3; RPL19A-GFP yeast: 95; CR mimetic SO: 97; AGP1 TOR yeast: 96; MEP2-GFP yeast: 97

Results for CC(c1n[nH]c(=S)n1Cc1ccccc1)N(C)C (stereo unspecified) ?
LAP4 TOR yeast: 99; CIT2 TOR yeast: 92; GRK2 inh: 0; VLA-4 inh: -13; RPL19A-GFP yeast: 100; CR mimetic SO: 110; AGP1 TOR yeast: 88; MEP2-GFP yeast: 93

What do the screens show for `CCCC(=O)OCCNc1cc(Sc2nccn2C)c2nonc2c1[N+](=O)[O-]`?
LAP4 TOR yeast: 103; CIT2 TOR yeast: 87; GRK2 inh: 0; VLA-4 inh: 40; RPL19A-GFP yeast: 95; CR mimetic SO: 111; AGP1 TOR yeast: 94; MEP2-GFP yeast: 101

Results for CCCCC(=O)Nc1ccc(C(=O)NNC(=S)NC(=O)c2cccs2)cc1 ?
LAP4 TOR yeast: 93; CIT2 TOR yeast: 105; GRK2 inh: 0; VLA-4 inh: 15; RPL19A-GFP yeast: 102; CR mimetic SO: 104; AGP1 TOR yeast: 96; MEP2-GFP yeast: 111

Results for COc1cc2c(cc1OC)CN(CC(=O)Nc1ccc(Cl)cc1Cl)CC2 ?
LAP4 TOR yeast: 93; CIT2 TOR yeast: 83; GRK2 inh: 0; VLA-4 inh: -5; RPL19A-GFP yeast: 109; CR mimetic SO: 138; AGP1 TOR yeast: 71; MEP2-GFP yeast: 103

What do the screens show for `CC(=O)N1CCN(C(=O)C(Cc2ccccc2)NC(=O)c2ccccc2)CC1` (stereo unspecified)?
LAP4 TOR yeast: 104; CIT2 TOR yeast: 103; GRK2 inh: 5; VLA-4 inh: 44; RPL19A-GFP yeast: 97; CR mimetic SO: 111; AGP1 TOR yeast: 101; MEP2-GFP yeast: 100

What do the screens show for `O=C1OCc2cc(NC(=O)C3COc4ccccc4O3)ccc21` (stereo unspecified)?
LAP4 TOR yeast: 105; CIT2 TOR yeast: 97; GRK2 inh: 1; VLA-4 inh: 7; RPL19A-GFP yeast: 105; CR mimetic SO: 115; AGP1 TOR yeast: 102; MEP2-GFP yeast: 101

How did NS(=O)(=O)c1ccc(CCNC(=O)CC(NC(=O)c2ccccc2Cl)c2ccccc2)cc1 (stereo unspecified) do in these assays?
LAP4 TOR yeast: 106; CIT2 TOR yeast: 104; GRK2 inh: 1; VLA-4 inh: -10; RPL19A-GFP yeast: 98; CR mimetic SO: 113; AGP1 TOR yeast: 105; MEP2-GFP yeast: 93

Results for COC(=O)c1cc(C#N)c(=O)[nH]c1C ?
LAP4 TOR yeast: 89; CIT2 TOR yeast: 107; GRK2 inh: 0; VLA-4 inh: 8; RPL19A-GFP yeast: 102; CR mimetic SO: 103; AGP1 TOR yeast: 101; MEP2-GFP yeast: 102

Results for CCOc1ccc(NC(=S)N2CCN(C/C=C/c3ccccc3)CC2)cc1 ?
LAP4 TOR yeast: 122; CIT2 TOR yeast: 109; GRK2 inh: 0; VLA-4 inh: -2; RPL19A-GFP yeast: 103; CR mimetic SO: 99; AGP1 TOR yeast: 111; MEP2-GFP yeast: 104

Results for CCN(CC)c1ccc(-c2nn3c(-c4ccccc4OC)nnc3s2)cc1 ?
LAP4 TOR yeast: 114; CIT2 TOR yeast: 97; GRK2 inh: 4; VLA-4 inh: 23; RPL19A-GFP yeast: 101; CR mimetic SO: 105; AGP1 TOR yeast: 103; MEP2-GFP yeast: 107

How did CC(C)c1nnc(NC(=O)C2CCCN2C(=O)Nc2cccc(Cl)c2)s1 (stereo unspecified) do in these assays?
LAP4 TOR yeast: 96; CIT2 TOR yeast: 103; GRK2 inh: 0; VLA-4 inh: 9; RPL19A-GFP yeast: 103; CR mimetic SO: 90; AGP1 TOR yeast: 98; MEP2-GFP yeast: 105

What do the screens show for `CC(C)C[C@H](NC(=O)c1nc[nH]c1C(=O)N1CCNCC1)C(=O)OC(C)(C)C`?
LAP4 TOR yeast: 115; CIT2 TOR yeast: 98; GRK2 inh: 0; VLA-4 inh: -22; RPL19A-GFP yeast: 111; CR mimetic SO: 101; AGP1 TOR yeast: 103; MEP2-GFP yeast: 105

What do the screens show for `CC1CCCC(NC(=O)CCC(=O)N2CCOc3ccccc32)C1C` (stereo unspecified)?
LAP4 TOR yeast: 108; CIT2 TOR yeast: 102; GRK2 inh: 0; VLA-4 inh: 13; RPL19A-GFP yeast: 100; CR mimetic SO: 111; AGP1 TOR yeast: 103; MEP2-GFP yeast: 98

How did COc1ccc(C(=O)N/N=C/c2ccc3cccc(O)c3n2)cc1 do in these assays?
LAP4 TOR yeast: 101; CIT2 TOR yeast: 96; GRK2 inh: 3; VLA-4 inh: -8; RPL19A-GFP yeast: 101; CR mimetic SO: 106; AGP1 TOR yeast: 98; MEP2-GFP yeast: 104

What do the screens show for `COc1ccc(CCNC(=O)c2c(C)nn(-c3ccccc3)c2Cl)cc1OC`?
LAP4 TOR yeast: 98; CIT2 TOR yeast: 101; GRK2 inh: 1; VLA-4 inh: 44; RPL19A-GFP yeast: 108; CR mimetic SO: 96; AGP1 TOR yeast: 100; MEP2-GFP yeast: 113

How did O=C(c1ccc(Cl)cc1)c1ccc(CN2C(=O)c3ccccc3C2=O)o1 do in these assays?
LAP4 TOR yeast: 96; CIT2 TOR yeast: 103; GRK2 inh: 1; VLA-4 inh: 6; RPL19A-GFP yeast: 98; CR mimetic SO: 103; AGP1 TOR yeast: 102; MEP2-GFP yeast: 111

How did N#Cc1nc(Cc2ccccc2)oc1NCc1ccccc1Cl do in these assays?
LAP4 TOR yeast: 97; CIT2 TOR yeast: 83; GRK2 inh: 0; VLA-4 inh: 4; RPL19A-GFP yeast: 97; CR mimetic SO: 107; AGP1 TOR yeast: 84; MEP2-GFP yeast: 95

Results for Cc1ccc(C)c(C(=O)CCC(=O)Nc2ccc(F)cc2)c1 ?
LAP4 TOR yeast: 103; CIT2 TOR yeast: 102; GRK2 inh: 0; VLA-4 inh: 20; RPL19A-GFP yeast: 101; CR mimetic SO: 103; AGP1 TOR yeast: 96; MEP2-GFP yeast: 109

What do the screens show for `Cc1cc(C)c2nc(SCC#N)cc(C)c2c1`?
LAP4 TOR yeast: 112; CIT2 TOR yeast: 102; GRK2 inh: 1; VLA-4 inh: 1; RPL19A-GFP yeast: 100; CR mimetic SO: 108; AGP1 TOR yeast: 109; MEP2-GFP yeast: 103

Random draw from the library; 1.7% or so of the library scored in one or more.
